Rab2 wt GTP – modulators of GTP binding to Rab2A wildtype, primary screen, biochemical, dog, bead-based flow cytometry, multiplex; Ras-related protein Rab-2A (Canis lupus familiaris), P61105; GST-Rab2 wt beads, Bodipy-GTP binding; GTP binding activity, % at 10 µM; 0.19% of 190,000 active;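 active means GTP binding activity at least 20 points away from 100%, either lowered or raised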;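 further: 0% = beads with excess unlabeled GTP and 100% = no-compound control corrected for plate trend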
Avidin bead fluor – green autofluorescence of compounds with avidin beads – biophysical, 488/530 nm, flow cytometry, artefact control, profiling panel. fluorescence (KMESF) at 10 µM. 0.38% of 220,000 active. AID 1775, 2009. compound fluorescence 488/530 nm; hits give high values; in the data active means fluorescence above about 47; further: inactives centre near 10
Pf gametocyte – late stage P. falciparum gametocyte viability inhibitors, primary screen, ATP luminescence, HTS | P. falciparum stage V gametocytes, 24 h | inhibition, % at 10.9 µM | 0.065% of 150,000 active | AID 743093, 2013;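 active means inhibition above the mean plus 3 SD of compounds within the control limits, set per campaign, cut at about 38% in these data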;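 further: 0% = DMSO wells and 100% = medium only without gametocytes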
Mcl1 Noxa PPI – Mcl-1/Noxa binding inhibitors, primary screen, biochemical, TR-FRET, 1536-well; Induced myeloid leukemia cell differentiation protein Mcl-1 (Homo sapiens), Q07820; TR-FRET Mcl-1/Noxa peptide binding, 2 h; inhibition, % at 21.7 µM; 1.5% of 220,000 active;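 active means compounds that cut the protein-peptide binding signal by more than 50% relative to plate controls in a single-dose test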;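 further: His-tagged Mcl-1 with rhodamine Noxa BH3 peptide and terbium anti-His antibody; 0% = Mcl-1 plus Noxa peptide wells and 100% = peptide-only wells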
ABCG2 block – ABCG2 efflux pump inhibitors, primary screen, multiplex with ABCB1, IgMXP3 cells, flow cytometry; inhibition, % at 6.6 µM; 0.1% of 190,000 active; JC-1 efflux; Broad substrate specificity ATP-binding cassette transporter ABCG2 (Homo sapiens), Q9UNQ0;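 active means inhibition above 80%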;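 further: 0% = DMSO and 100% = nicardipine control wells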
Target sequence (Q9UNQ0 whole entry, looked up): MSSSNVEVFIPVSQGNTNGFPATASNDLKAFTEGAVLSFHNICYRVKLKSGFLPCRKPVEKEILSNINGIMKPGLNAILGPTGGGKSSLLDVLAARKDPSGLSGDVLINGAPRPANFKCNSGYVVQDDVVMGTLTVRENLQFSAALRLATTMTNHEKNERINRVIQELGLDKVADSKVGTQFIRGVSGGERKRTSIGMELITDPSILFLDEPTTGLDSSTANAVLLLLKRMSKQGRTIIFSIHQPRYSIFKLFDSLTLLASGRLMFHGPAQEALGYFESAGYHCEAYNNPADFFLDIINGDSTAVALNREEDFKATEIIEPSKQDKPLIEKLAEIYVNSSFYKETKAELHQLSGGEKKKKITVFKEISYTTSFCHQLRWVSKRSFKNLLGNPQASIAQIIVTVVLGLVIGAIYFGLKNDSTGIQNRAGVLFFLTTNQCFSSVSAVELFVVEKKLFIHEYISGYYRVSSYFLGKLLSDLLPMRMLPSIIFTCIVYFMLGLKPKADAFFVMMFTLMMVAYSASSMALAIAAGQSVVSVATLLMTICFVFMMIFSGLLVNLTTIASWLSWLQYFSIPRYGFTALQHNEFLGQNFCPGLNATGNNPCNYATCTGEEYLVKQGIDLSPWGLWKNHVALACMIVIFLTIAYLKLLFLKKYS
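Times: 10 min at 25 °C | Test system: Two drug-resistant human cell lines, ABCG2 and ABCB1 | Quantity: 3 million cells/mL final, two lines in 1:1 ratio | Signal: Flow cytometry, 530 nm JC-1 signal | Dosing: Compound at 6.6 µM | Controls: Nicardipine and DMSO wells | Reagent: JC-1 as fluorescent efflux pump substrate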
Rac1 act GTP bind – GTP binding modulators of activated mutant Rac1, primary screen, biochemical, bead-based flow cytometry, multiplex, fluorescent GTP. Ras-related C3 botulinum toxin substrate 1 (Homo sapiens), P63000. GST-Rac1 activated beads; actives lie on both sides; 100% means binding = to untreated wells. percent activity (GTP binding), % at 10 µM. 0.11% of 190,000 active. AID 764, 2007;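 active means GTP binding at least 20 percentage points away from the 100% baseline, in either direction, so actives lie on both sides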
Rab7 wt modul – modulators of GTP binding to Rab7, primary screen, biochemical, wildtype, multiplex bead flow cytometry; 0.055% of 190,000 active; GTP binding activity (percent of control), % at 10 µM; Rab7 GTPase wild type (dog), Bodipy-FL-GTP binding; AID 758, 2007; GST-Rab7 beads, fluorescent GTP binding; actives lie on both sides; untreated = 100%, excess cold GTP = 0%;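 active means fluorescent GTP binding to Rab7 beads changed by at least 20 points from the 100% baseline, either direction, mostly lower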;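 further: median green fluorescence of bound Bodipy-FL-GTP per Rab7 bead population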
Cdc42 wt GTP – modulators of GTP binding to wildtype Cdc42, primary screen, biochemical, multiplex bead flow cytometry, Bodipy-GTP | Cell division control protein 42 homolog (Homo sapiens), P60953 | GST-Cdc42 beads; actives lie on both sides | percent activity (GTP binding), % at 10 µM | 0.2% of 190,000 active | AID 761, 2007;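 active means percent activity GTP binding at least 20 points away from the 100% baseline, either down as inhibitor or up as activator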;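 further: median bead fluorescence of bound Bodipy-FL-GTP at 100 nM; 0% = excess unlabeled GTP control and 100% = no compound control; below 100% means less GTP binding so inhibitor and above means activator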
Target sequence (P60953 whole entry, looked up): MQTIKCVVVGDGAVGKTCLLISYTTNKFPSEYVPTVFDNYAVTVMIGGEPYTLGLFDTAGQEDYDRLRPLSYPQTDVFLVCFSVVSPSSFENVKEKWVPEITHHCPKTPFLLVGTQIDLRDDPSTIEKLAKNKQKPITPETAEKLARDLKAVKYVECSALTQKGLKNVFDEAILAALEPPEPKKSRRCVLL
ABCB1 inh – ABCB1 efflux pump inhibitors, primary screen, cell-based, multiplex, flow cytometry, ABCG2 counter-screen; ATP-dependent translocase ABCB1 (Homo sapiens), P08183; CCRF-Adr cells, JC-1 efflux; inhibition, % at 6.6 µM; 0.067% of 190,000 active; in the data active means inhibition above about 40%;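 further: 0% = vehicle and 100% = reference inhibitor; higher value means more JC-1 retained so stronger ABCB1 efflux block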
HRas wt GTP – modulators of GTP binding to HRas wildtype, primary screen, biochemical, bead-based flow cytometry, multiplex. GST-Ras wt beads, Bodipy-FL-GTP binding; actives lie on both sides. GTP binding activity, % at 10 µM. 0.14% of 190,000 active. AID 759, 2007;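 active means GTP binding activity at least 20% away from the 100% baseline, either lowered as inhibitor or raised as activator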;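 further: 0% = unlabeled GTP competition control and 100% = no-compound control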
Target sequence (P01112 whole entry, looked up): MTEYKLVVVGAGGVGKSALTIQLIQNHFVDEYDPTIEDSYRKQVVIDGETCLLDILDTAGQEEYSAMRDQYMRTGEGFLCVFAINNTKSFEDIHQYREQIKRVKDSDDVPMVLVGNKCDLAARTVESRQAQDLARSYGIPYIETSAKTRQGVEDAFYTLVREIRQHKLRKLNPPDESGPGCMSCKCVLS
Rac1 wt modul – wildtype Rac1 GTP binding modulators, primary screen, biochemical, GST-Rac1 beads, flow cytometry, multiplex; Ras-related C3 botulinum toxin substrate 1 (Homo sapiens), P63000; fluorescent GTP binding; actives lie on both sides; 0 = cold GTP competed, 100 = untreated; GTP binding activity (% of control), % at 10 µM; 0.27% of 190,000 active; AID 757, 2007;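 active means GTP binding activity at least 20 points away from the 100% control level, either lower or higher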
* hit, by the source's call; . = no result given; & = joins results of further samples.

SMILES	Rab2 wt GTP	Avidin bead fluor	Pf gametocyte	Mcl1 Noxa PPI	ABCG2 block	Rac1 act GTP bind	Rab7 wt modul	Cdc42 wt GTP	ABCB1 inh	HRas wt GTP	Rac1 wt modul
COc1ccc(C(=O)NCC(=O)OCC(=O)Nc2c(C)n(C)n(-c3ccccc3)c2=O)cc1	95	34	12	6	0	96	95	98	0.1	98	98
COc1ccccc1N(C)S(=O)(=O)c1ccc(C(=O)OCC(N)=O)cc1	95	12	-11	14	0	97	97	98	0.1	99	100
O=C(c1cn(-c2ccccc2)nc1-c1ccccc1)n1nnc2ccccc21	102	9	.	-10	2	101	105	103	0.3	101	104
CCOC(=O)C1CCN(C(=O)C(=O)N2CCC(C(=O)OCC)CC2)CC1	99	18	.	21	0	97	98	97	0.3	99	98
COC(=O)c1cc(NC(=O)CSc2nc(C)cc(=O)[nH]2)cc(C(=O)OC)c1	97	24	5	9	3	95	98	95	0.7	97	95
CCCC1Cc2c(sc(NC(=S)NC(=O)c3ccccc3)c2C#N)CO1 (stereo not given)	96	15	.	20	2	96	99	95	0.0	96	97
Cc1cc(NC(=O)c2cc(-c3cccs3)on2)no1	101	14	.	-3	12	101	101	103	0.1	100	106
Oc1ccccc1N1CCN(CC(O)COCc2ccccc2Cl)CC1 (stereo not given)	97	11	0	23	-1	97	107	96	0.4	97	100
CC(=O)C1=C(O)C(=O)N(Cc2ccco2)C1c1ccc2c(c1)OCO2 (stereo not given)	101	15	-8	9	2	98	102	101	0.4	101	101
O=C(CN1C(=O)CC(c2ccccc2)S(=O)(=O)c2ccccc21)NC1CCCC1 (stereo not given)	101	10	6	-1	3	99	105	105	1.1	99	103
O=C(Cn1cc([N+](=O)[O-])cn1)NCCc1nc2ccccc2[nH]1	98	32	-21	-1	4	98	96	103	0.6	97	100
CCOC(=O)C1CCN(Cc2cnc(Oc3ccc(C(C)(C)C)cc3)s2)CC1	101	33	-24	-9	0	99	98	103	0.0	101	102
Cc1ccc(C(=O)Nc2nc(=O)[nH]s2)cc1	93	15&8	-22&-9	-13&-1	0&9	93	93	93	0.1&0.0	95	95
NC(=O)CCS(=O)(=O)c1ccccc1	99	11	.	14	0	98	96	101	0.1	99	98
c1ccc(-c2[nH]ncc2-c2nc3ccccc3[nH]2)cc1	108	20	.	9	2	100	104	108	0.3	108	103
NC(=O)CSc1nc(-c2ccccc2Cl)ns1	103	25	.	6	6	100	99	105	0.4	103	102
O=C(O)c1ccc(-c2ccccc2C(F)(F)F)o1	97	6	.	11	1	94	97	99	0.4	99	96
Cc1nc2ccccc2c(=O)n1N(c1ccccc1)c1ccccc1	90	8	-8	-4	-1	91	90	89	-0.3	92	93
CSc1ccccc1NC(=O)c1noc2c1CCC2	105	10	.	66*	4	101	101	106	0.6	106	104
Cc1nn2c(nc1=O)NNC2(C)C(C)(C)C (stereo not given)	99	10	-33	7	1	98	108	94	0.2	101	100
Cc1ccc(N2C(=O)CC(Cn3nc(C)cc3C)C2=O)cc1 (stereo not given)	110	16	.	11	1	102	102	111	0.3	109	105
CC(C)Nc1nc(NC(C)C)nc(N(C)n2cnnc2)n1	96	7	5	4	0	95	98	98	0.0	97	99
CC(=O)c1ccc(NC(=O)c2ccn[nH]2)cc1	102	4	-12	7	1	101	100	104	0.1	103	108
COc1ccc(C2=NC(C(F)(F)F)(C(F)(F)F)c3c(n(C)c(=O)n(C)c3=O)N2)cc1	101	4	.	-6	3	99	94	99	0.3	99	99
CC(=O)Nc1ccc(NC(=O)c2cc(-n3cnnc3)ccc2Cl)cc1	96	10	-5	16	21	97	97	98	0.6	97	100
(more compounds)
SMILES	Rab2 wt GTP	Avidin bead fluor	Pf gametocyte	Mcl1 Noxa PPI	ABCG2 block	Rac1 act GTP bind	Rab7 wt modul	Cdc42 wt GTP	ABCB1 inh	HRas wt GTP	Rac1 wt modul
C=CCn1cc(C(=O)NCC2CCCO2)c(=O)c2cc(S(=O)(=O)N3CCCCCC3)ccc21 (stereo not given)	94	8	5	-6	11	95	94	97	1.7	95	97
O=C(CCNc1n[nH]c(=O)[nH]c1=O)N/N=C/c1ccc(Cl)cc1	98	7	-1	1	0	97	103	96	0.8	96	100
Nc1nnc(CCCCc2cccs2)o1	98	34	.	-4	2	98	99	103	-0.2	98	104
Cc1ccc(-c2cc(C(=O)N3CCCc4ccccc43)no2)cc1	98	11	-75	0	9	92	95	99	0.9	99	104
CC/C(=N\NC(=S)Nc1cccc(C)c1)c1ccccc1	97	9	-4	-18	8	94	105	95	0.0	96	96
Nc1nn(-c2ccccc2)c(N)c1N=Nc1ccc2c(c1)OCO2	93	2	14	17	-1	96	95	95	-0.4	95	96
O=C(Nc1ccccc1C(=O)O)c1cccc(NC(=O)c2ccc(Br)o2)c1	91	14	.	36	-1	91	92	93	0.1	94	93
N#Cc1c(NC(=O)CSc2nc3ccccc3s2)sc2c1CCCC2	93	15	4	16	0	96	102	94	-1.1	95	98
Oc1ccccc1C1N=C(c2ccccc2)NC(c2ccccc2)=N1	103	12	-17	-23	3	100	104	98	-0.6	103	110
CCCCNC(=O)Nc1c(C)cc(SC#N)cc1C	93	7	.	19	0	94	93	93	0.8	95	100
Cc1ccccc1C(=O)NC1CCS(=O)(=O)C1 (stereo not given)	98	11	.	-4	1	98	100	101	0.2	99	101
O=C(O)CCC(=O)NCCc1cccc(Cl)c1	100	22	.	2	1	95	103	98	0.5	100	100
COc1ccc(CCNC(=O)NC23CC4CC(CC(C4)C2)C3)cc1	100	4	-1	-1	.	99	96	102	.	101	102
Cc1ccc(C(=O)N2CCCC(c3ccccc3)=N2)cc1	98	11	-15	13	10	91	102	97	-0.4	96	96
CCCOc1ccc(-c2nn(-c3ccccc3)cc2/C=C2\SC(N)=NC2=O)cc1C	100	5	-3	16	-6	98	103	97	-1.5	100	100
COc1ccc(NC(=O)CSc2nc(C)c3c(c2C#N)CCCC3)cc1	102	6	22	4	1	100	99	102	0.1	101	103
Cc1cccc(N2CCN(C(=S)NCc3ccco3)CC2)c1C	102	9	12	-5	-2	101	104	97	-0.9	100	103
COc1ccc2nc(NC(=O)CSc3nnc(-c4ccoc4C)n3C)sc2c1	98	26	18	27	2	94	102	98	0.2	99	97
CNC(=O)NC(=O)CSc1nnc(C(F)(F)F)n1C	102	7	.	3	0	98	104	101	0.3	103	102
Cc1noc(C)c1C(=O)OCC(=O)c1cc(C)n(Cc2ccccc2Cl)c1C	97	23	-8	3	3	98	99	101	0.9	103	102
CCN(CC)S(=O)(=O)c1ccc(/C=C/C(=O)OCC(=O)Nc2ccc(C(N)=O)cc2)cc1	95	13	.	6	-2	97	96	95	-0.2	95	98
Cc1ccc(S(=O)(=O)Nc2ccc3ncccc3c2)cc1	95	10	-31	2	2	96	96	98	0.8	95	97
Cc1[nH]c2ccc(OCc3ccccc3)cc2c1CCN1C(=O)OC(C)(C)C1(C)O (stereo not given)	97	30	.	23	0	95	94	96	-0.3	97	95
COc1cc(CCCN2C(=S)NC[C@@H]2Cc2ccccc2)cc(OC)c1OC	101	5	-13	21	4	98	105	98	2.0	100	101
Cc1c(C#N)c(N)nc2c3c(sc12)NC(=O)CC3c1ccccc1 (stereo not given)	98	10	26	18	4	101	98	102	-0.3	99	108
C=CC(=O)NCCCc1cc(C(C)(C)C)c(O)c(C(C)(C)C)c1	104	13	-12	-1	3	99	98	105	0.9	102	103
O=C(O)C1CCCCC1C(=O)Nc1ccccc1Cl (stereo not given)	101	25	.	5	5	98	100	101	1.2	100	99
CC(NC(=O)Cn1c(NCCO)nc2ccccc21)C1CC2CCC1C2 (stereo not given)	98	10	.	24	12	97	103	99	1.2	97	98
CCOc1ccc(CONS(=O)(=O)c2ccc(NC(C)=O)cc2)cc1Cl	101	6	-22	17	14	99	98	100	1.8	99	106

9 of the compounds above, with two lines to a compound:
Under each structure: Rab2 wt GTP	Avidin bead fluor	Pf gametocyte	Mcl1 Noxa PPI	ABCG2 block	Rac1 act GTP bind	Rab7 wt modul	Cdc42 wt GTP	ABCB1 inh	HRas wt GTP	Rac1 wt modul
> CCN(CC)S(=O)(=O)c1ccc(/C=C/C(=O)OCC(=O)Nc2ccc(C(N)=O)cc2)cc1
  95	13	.	6	-2	97	96	95	-0.2	95	98
> Cc1ccc(S(=O)(=O)Nc2ccc3ncccc3c2)cc1
  95	10	-31	2	2	96	96	98	0.8	95	97
> Cc1[nH]c2ccc(OCc3ccccc3)cc2c1CCN1C(=O)OC(C)(C)C1(C)O (stereo not given)
  97	30	.	23	0	95	94	96	-0.3	97	95
> COc1cc(CCCN2C(=S)NC[C@@H]2Cc2ccccc2)cc(OC)c1OC
  101	5	-13	21	4	98	105	98	2.0	100	101
> Cc1c(C#N)c(N)nc2c3c(sc12)NC(=O)CC3c1ccccc1 (stereo not given)
  98	10	26	18	4	101	98	102	-0.3	99	108
> C=CC(=O)NCCCc1cc(C(C)(C)C)c(O)c(C(C)(C)C)c1
  104	13	-12	-1	3	99	98	105	0.9	102	103
> O=C(O)C1CCCCC1C(=O)Nc1ccccc1Cl (stereo not given)
  101	25	.	5	5	98	100	101	1.2	100	99
> CC(NC(=O)Cn1c(NCCO)nc2ccccc21)C1CC2CCC1C2 (stereo not given)
  98	10	.	24	12	97	103	99	1.2	97	98
> CCOc1ccc(CONS(=O)(=O)c2ccc(NC(C)=O)cc2)cc1Cl
  101	6	-22	17	14	99	98	100	1.8	99	106
